KLF5 inhibitor – suppresses KLF5 promoter-driven expression | DLD-1 KLF5 promoter-luciferase reporter, luminescence | inhibition, % at 5 µM | 290,000 tested, 0.23% active | AID 1700;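 active means inhibition above a per-plate limit of that plate's mean compound inhibition plus 3 SD, cut at about 60% in these data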;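 further: 0% = DMSO wells and 100% = LY294002 at 200 µM; higher means less KLF5 promoter-driven luciferase light; inactives centre near -14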
SKKanGAS inh – inhibitors of SKKanGAS S. pyogenes growth in kanamycin (SK-promoter or general growth effect); BacTiter-Glo, 6 h; inhibition, % at 7.5 µM; 300,000 tested, 1.3% active; AID 1662;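 active means mean replicate score, as percent of positive control median, at least 50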;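 further: strain carries kanamycin resistance gene driven by streptokinase promoter and grows in 40 µg/ml kanamycin; loss of luminescence reflects streptokinase promoter inhibition or plain growth inhibition; 0% = median of DMSO wells and 100% = positive control at its reference dose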
IEC-6 cytotox – counter-screen for KLF5 inhibitors: cytotoxicity in IEC-6 cells; inhibition, % at 5 µM; AID 1825; IEC-6 cytotoxicity, luminescence viability; 290,000 tested, 0.78% active; in the data active means inhibition above about 22%;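 further: 0% = plate median of test compound wells and 100% = cytotoxic reference compound wells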
HSP90 inh – inhibitors of HSP90 luciferase refolding in rabbit reticulocyte lysate; 290,000 tested, 0.91% active; inhibition, % at 5.6 µM; luciferase refolding luminescence, 3 h; AID 1789;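 active means inhibition above the screen-wide mean plus 3 SD, computed separately per campaign, cut at about 16% in these data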;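 further: 0% = DMSO wells and 100% = 60 µM geldanamycin wells; inhibitors lower the luminescence because luciferase stays unfolded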
AI-2 QS mod – Vibrio harveyi AI-2 quorum sensing modulation; AID 2094; activity change, % at 7.5 µM; Vibrio harveyi JMH597 AI-2 luminescence/OD600 ratio, 9 h; hits give low values; strain lacks LuxN and CqsS sensors; 0 = neutral-control median; 300,000 tested, 0.4% active; in the data active means activity change below about -75%, passing the limit was not always enough;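 further: luminescence divided by OD600 gain over 9 h not by final OD600 alone; inactives centre near 13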
Active calls of the source: *; / = no result given. Not all compounds are listed; rates above refer to the full screens.

The opening 13 entries (preview)
Every second line gives: KLF5 inhibitor	SKKanGAS inh	IEC-6 cytotox	HSP90 inh	AI-2 QS mod
- CCn1c(=N)c(C(=O)NC)cc2c(=O)n3cccc(C)c3nc21
→ /	/	/	/	20
- O=C(O)CN1C(=O)C2(OCCO2)c2cc(Br)ccc21
→ /	1	/	/	4
- Clc1cccc(Cl)c1C[n+]1cccc2ccccc21
→ /	1	/	/	6
- Cc1noc(NS(=O)(=O)c2ccc(NC(=O)C(F)(F)C(F)(F)C(F)(F)F)cc2)c1C
→ /	3	/	/	-4
- COc1ccc(NC(=O)C2CCCN2S(=O)(=O)c2ccc3c(c2)CCC(=O)N3)c(OC)c1 (configuration not stated)
→ -28	/	-1	-3	/
- Cc1ccc(S(=O)(=O)c2ccc(NN)cc2)cc1
→ -16	/	-2	-1	/
- COCCN(Cc1cc2cc3c(cc2[nH]c1=O)OCO3)C(=O)c1cccs1
→ -39	/	-7	-3	/
- Cc1ccc(S(=O)(=O)N2CCN(C3CCN(Cc4ccccc4)CC3)CC2)cc1
→ 5	/	2	4	/
- Cc1ccc(S(=O)(=O)/N=C2/C=C(Sc3ncn[nH]3)C(=O)c3ccccc32)cc1
→ -23	/	26*	89*	/
- O=C(NCC1COc2ccccc2O1)c1c[nH]c2ccc(S(=O)(=O)N3CCOCC3)cc2c1=O (configuration not stated)
→ -4	/	-5	0	/
- COc1cc(-c2nnc(CSc3nc4ccccc4s3)o2)cc(OC)c1OC
→ 0	/	5	4	/
- Cc1cc(C(=O)CSCc2nnc3n(CCC(C)C)c(=O)c4ccccc4n23)c(C)n1C
→ 9	/	0	0	/
- NCCCC[C@H]1NC(=O)[C@H](CCC(=O)O)NC(=O)c2cc([N+](=O)[O-])cc(I)c2OCC[C@@H](C(N)=O)NC1=O
→ -5	/	2	-3	/

The listing, from the first entry:
Every second line gives: KLF5 inhibitor	SKKanGAS inh	IEC-6 cytotox	HSP90 inh	AI-2 QS mod
- CCn1c(=N)c(C(=O)NC)cc2c(=O)n3cccc(C)c3nc21
→ /	/	/	/	20
- O=C(O)CN1C(=O)C2(OCCO2)c2cc(Br)ccc21
→ /	1	/	/	4
- Clc1cccc(Cl)c1C[n+]1cccc2ccccc21
→ /	1	/	/	6
- Cc1noc(NS(=O)(=O)c2ccc(NC(=O)C(F)(F)C(F)(F)C(F)(F)F)cc2)c1C
→ /	3	/	/	-4
- COc1ccc(NC(=O)C2CCCN2S(=O)(=O)c2ccc3c(c2)CCC(=O)N3)c(OC)c1 (configuration not stated)
→ -28	/	-1	-3	/
- Cc1ccc(S(=O)(=O)c2ccc(NN)cc2)cc1
→ -16	/	-2	-1	/
- COCCN(Cc1cc2cc3c(cc2[nH]c1=O)OCO3)C(=O)c1cccs1
→ -39	/	-7	-3	/
- Cc1ccc(S(=O)(=O)N2CCN(C3CCN(Cc4ccccc4)CC3)CC2)cc1
→ 5	/	2	4	/
- Cc1ccc(S(=O)(=O)/N=C2/C=C(Sc3ncn[nH]3)C(=O)c3ccccc32)cc1
→ -23	/	26*	89*	/
- O=C(NCC1COc2ccccc2O1)c1c[nH]c2ccc(S(=O)(=O)N3CCOCC3)cc2c1=O (configuration not stated)
→ -4	/	-5	0	/
- COc1cc(-c2nnc(CSc3nc4ccccc4s3)o2)cc(OC)c1OC
→ 0	/	5	4	/
- Cc1cc(C(=O)CSCc2nnc3n(CCC(C)C)c(=O)c4ccccc4n23)c(C)n1C
→ 9	/	0	0	/
- NCCCC[C@H]1NC(=O)[C@H](CCC(=O)O)NC(=O)c2cc([N+](=O)[O-])cc(I)c2OCC[C@@H](C(N)=O)NC1=O
→ -5	/	2	-3	/
- O=C(CCCSc1nc2ccccc2s1)NCc1ccco1
→ 0	/	-2	2	/
- COc1ccc(NC(=O)CSc2nc3ccccc3c3nc4ccccc4n23)cc1
→ 8	/	-3	3	/
- O=C(O)C(CC(=O)N1CCOCC1)NCc1ccccc1 (configuration not stated)
→ -23	/	-4	-4	/
- Fc1ccccc1N1CCN(Cc2nc(-c3ccc(Cl)cc3Cl)no2)CC1
→ -5	/	-2	-3	/
- CCC(=Nc1ccc(Cc2ccncc2)cc1)c1c(O)n(C)c(=O)n(C)c1=O
→ -10	/	1	-1	/
- O=C(c1cc2ccccn2n1)N1CCCC1
→ -42	/	7	1	/
- O=C(O)c1ccc(-n2cc(-c3cc4ccccc4oc3=O)[nH]c2=S)cc1
→ -24	/	-3	-3	/
- O=C(Nc1ccc(Cl)cc1)C1C2CCC3C(CCC21)C3(Cl)Cl (configuration not stated)
→ -7	/	-3	-2	/
- O=C1OCC2=C1C(c1ccc(F)cc1)c1cc3c(cc1N2)OCCO3 (configuration not stated)
→ 98*	/	95*	-2	/
- CCCC(C)C1C(C#N)=C(N)Oc2cc(C)oc(=O)c21 (configuration not stated)
→ -12	/	3	0	/
- Cc1ccccc1Oc1cc(-n2ncc(Cl)c(Cl)c2=O)ncn1
→ -20	/	-5	-4	/
- COC(=O)[C@@]1(Cc2ccc(F)cc2)[C@@H]2[C@@H](CC(=O)[C@H]2CC(=O)C(=O)N(C)C)CN1C(=O)c1ccccc1
→ -23	/	-3	3	/
- Cc1cc(C)c(C)c(C(=O)CSc2nnc(C)c(=O)[nH]2)c1C
→ -29	/	-3	-2	/
- COc1ccccc1CNC(=O)C1CCCN(S(=O)(=O)c2cnc[nH]2)C1 (configuration not stated)
→ -12	/	5	-1	/
- CCCCCc1c(O)nc(SCC(=O)O)[nH]c1=O
→ 3	/	2	8	/
- [O-]/C(=C(\C(=S)Nc1cccc2ccccc12)[n+]1cccc(CO)c1)c1ccc(Cl)s1
→ 19	/	14	4	/
- CCC(=O)Nc1ccc(-c2nn3c(C)nnc3s2)cc1
→ -19	/	4	0	/
- COc1ccc(S(=O)(=O)Nc2cc(Sc3ncn[nH]3)c(O)c3ccccc23)cc1
→ 89*	/	13	76*	/
- O=C(O)c1ccc(-n2cccc2/C=C2/NC(=O)N(c3cccc(Cl)c3)C2=O)cc1
→ -20	/	-18	-2	/
- COc1ccccc1/C=C/C(=O)/C=C/c1ccccc1O
→ -20	/	10	4	/
- COc1cccc(C2/C(=C(/O)c3ccccc3)C(=O)C(=O)N2CCCC(=O)O)c1 (configuration not stated)
→ 9	/	-3	1	/
- O=C(C1CCCN(S(=O)(=O)c2cccc3nsnc23)C1)N1CC=C(c2ccccc2)CC1 (configuration not stated)
→ -19	/	-4	4	/
- COc1cc2c(cc1OC)C(c1ccccc1O)N(C1CC(=O)N(c3ccccc3)C1=O)CC2 (configuration not stated)
→ -16	/	2	5	/
- Fc1ccc(N=C2NN=C(c3cc(F)ccc3F)CS2)cc1
→ -29	/	2	-1	/
- COCCNC(=S)c1ccc(OC)cc1
→ -29	/	1	4	/
- O=C(NC1=NCCS1)c1cccc(S(=O)(=O)N2CCCCC2)c1
→ 2	/	6	1	/
- N#Cc1nc(COc2ccc(Br)cc2)oc1N1CCN(Cc2ccccc2)CC1
→ -30	/	-3	3	/
- Cc1cc(C(F)(F)F)c(C#N)c(=O)[nH]1
→ -18	/	-4	1	/
- COc1c(N2CCN(C(=S)Nc3ccccc3)C(C)C2)c(F)cc2c(=O)c(C(=O)O)cn(C3CC3)c12 (configuration not stated)
→ -43	/	4	1	/
- Cc1ccc(-c2nc3c(c(=O)[nH]c(=O)n3Cc3ccccc3)n2C)o1
→ -6	/	4	2	/
- CC1=C(C#N)C(c2cccnc2)C2=C(CCCC2=O)N1 (configuration not stated)
→ -2	/	1	-3	/
- COC(=O)c1cc2c(=O)n3ccccc3nc2n(C(C)C)c1=N
→ -14	/	-4	2	/
- CCc1ccc(Nc2nnc(SCn3nnc4ccccc4c3=O)s2)cc1
→ 9	/	2	2	/
- COC(=O)CSc1nnc(CNC(=O)c2cccs2)n1-c1cc(OC)ccc1OC
→ -3	/	1	3	/
- Cc1cc(C)n(C(=O)CNC(=O)COc2ccccc2)n1
→ 2	/	1	2	/
- c1ccc(-c2ccc(-c3nccc4ccccc34)[nH]2)cc1
→ -41	/	9	14	/
- Cn1c(=O)[nH]c(=O)c2c1nc(N1CCOCC1)n2CCSc1ncccn1
→ -8	/	-3	2	/
- O=C1CCc2nc3sc4c(c3c(=O)n2N1)CCCC4
→ -4	/	5	-1	/
- CC(=O)N1CCc2cc(S(=O)(=O)NC(CC(C)C)C(=O)Nc3ccc4c(c3)OCCO4)ccc21 (configuration not stated)
→ -1	/	3	4	/
- c1coc(CNc2nc3nonc3nc2NCc2ccco2)c1
→ -10	/	-1	2	/
- Cn1cc(Br)c(C(=O)NNC(=O)c2ccc(Br)cc2)n1
→ -71	/	-1	-7	/
- Cc1ccccc1-n1sc2cc(F)ccc2c1=O
→ -19	/	-10	-3	/
- CCN(CC)S(=O)(=O)c1ccc2oc(C(=O)NCc3ccc(F)cc3)c(C)c2c1
→ -9	/	0	9	/
- O=C(c1cccc(N2C(=O)C3CC=CCC3C2=O)c1)N1CCN(c2ccccc2)CC1 (configuration not stated)
→ -27	/	0	3	/
- CN=C1S/C(=C\c2ccc(Sc3ccc(Cl)cc3)o2)C(=O)N1C
→ -48	/	0	-4	/
- COc1ccc(NC(=O)COC(=O)c2cccc(S(=O)(=O)N(C)C)c2)cc1
→ -9	/	-6	-1	/
- COc1cccc(/C=C/C(=C2\C(=O)N(c3ccccc3)N=C2C)c2ccc(Br)cc2)c1OC
→ 19	/	-1	-3	/

More compounds follow:
Every second line gives: KLF5 inhibitor	SKKanGAS inh	IEC-6 cytotox	HSP90 inh	AI-2 QS mod
- O=C(COC(=O)c1ccncc1)Nc1cc(Cl)c(Cl)cc1Cl
→ -14	/	-1	1	/
- O=C(CN1C(=O)/C(=C2\SC(=S)N(C3CCS(=O)(=O)C3)C2=O)c2ccccc21)Nc1ccccc1 (configuration not stated)
→ -3	/	4	6	/
- CC1CCN(Cc2nc3c(c(=O)n(C)c(=O)n3C)n2Cc2c(F)cccc2Cl)CC1
→ -11	/	0	1	/
- CN(C(=O)Cn1c(=O)n(CCCCC(=O)NC2CCCC2)c(=O)c2ccccc21)C1CCCCC1
→ -47	/	2	-2	/
- CC(C)OC(=O)c1c(N)sc2c1CCCC2
→ 17	/	1	1	/
- COCCn1c(=O)c2c3c(sc2n(CC(N)=O)c1=O)CCCC3
→ -7	/	-2	0	/
- COc1cccc(Nc2nc(C)cc(C)c2C#N)c1
→ 20	/	2	3	/
- CCN(CC)S(=O)(=O)c1ccc(C(=O)NCc2nnc(SCC(=O)OC)n2C)cc1
→ -11	/	-2	0	/
- OCCN(Cc1ccccc1)Cc1cccc(C(F)(F)F)c1
→ -28	/	0	-1	/
- Cc1nonc1OCCNc1ccc([N+](=O)[O-])cc1[N+](=O)[O-]
→ 3	/	0	-5	/
- CC(C)N1C(=O)CC(Nc2cccc3cccc(N)c23)C1=O (configuration not stated)
→ -19	/	-5	4	/
- Cc1nn2c(N3CCN(C(=O)c4ccco4)CC3)cc(C(C)(C)C)nc2c1-c1ccc(Cl)cc1
→ 5	/	-2	-5	/
- COc1ccc(C2c3c(oc4ccc(C)cc4c3=O)C(=O)N2c2cc(C)ccn2)cc1OC (configuration not stated)
→ -2	/	-5	-2	/
- [O-]/C(=C(\C(=S)Nc1cccc2ccccc12)[n+]1ccccc1)c1ccc(OC(F)F)cc1
→ -8	/	10	4	/
- O=C(c1ccc(Cl)cc1)c1cnc(-c2ccccc2)s1
→ -22	/	7	-1	/
- Cc1c(NC(=O)CN2CC(C)OC(C)C2)c(=O)n(-c2ccccc2)n1C (configuration not stated)
→ -35	/	-2	3	/
- Cc1ccc(-c2nc(Nc3ccccc3)n[nH]2)cc1
→ -148	/	-6	-2	/
- CC(C)c1ccc(S(=O)(=O)N2CCN(CC(=O)Nc3ccc4c(c3)OCO4)CC2)cc1
→ -4	/	-7	0	/
- Cc1c(C(=O)O)oc2ccc(S(=O)(=O)N(CC(C)C)CC(C)C)cc12
→ -17	/	0	1	/
- Cc1ccc(S(=O)(=O)/N=C2/C=C(Sc3ncn[nH]3)C(=O)c3ccccc32)c(C)c1
→ -2	/	7	85*	/

Screens: PubChem BioAssay, several laboratories
